Exocytosis inh: LAMP-1 surface exposure blockers, TALL-104 cells – cell-based, flow cytometry, MLPCN library, primary screen; TALL-104 LAMP-1 surface exposure; cells stimulated with thapsigargin and PMA; inhibition, % at 10 µM; 360,000 compounds, 0.66% hits; AID 651702, 2012;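 active = inhibition above about 55%, limit read from the data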
PDI turbidity: inhibitors of human PDI, primary screen, biochemical, turbidity, single point, plate reader | Protein disulfide-isomerase (Homo sapiens), P07237 | PDI insulin aggregation turbidity, A650, 90 min | inhibition, % at 10 µM | 350,000 compounds, 0.052% hits | AID 588391, 2011;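 active = mean inhibition across replicates of 30% or more, whatever share of single replicates reach that level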;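 note: absorbance from insulin aggregation driven by PDI reduction with DTT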
Target sequence (P07237 whole entry, looked up): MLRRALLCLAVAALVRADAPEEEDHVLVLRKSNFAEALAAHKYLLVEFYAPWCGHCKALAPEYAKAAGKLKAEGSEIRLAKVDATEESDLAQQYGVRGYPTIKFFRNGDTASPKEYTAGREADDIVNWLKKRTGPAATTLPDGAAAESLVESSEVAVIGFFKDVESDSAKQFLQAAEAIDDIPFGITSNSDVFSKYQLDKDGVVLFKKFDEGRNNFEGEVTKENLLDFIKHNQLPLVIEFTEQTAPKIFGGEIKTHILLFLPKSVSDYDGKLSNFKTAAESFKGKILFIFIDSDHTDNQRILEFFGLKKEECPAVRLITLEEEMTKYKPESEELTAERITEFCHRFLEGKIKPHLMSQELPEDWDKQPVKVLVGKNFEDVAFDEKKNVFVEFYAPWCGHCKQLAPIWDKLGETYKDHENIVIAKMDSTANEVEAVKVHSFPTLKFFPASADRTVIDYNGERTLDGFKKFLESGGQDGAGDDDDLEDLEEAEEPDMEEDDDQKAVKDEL
aDG glyco act: activators of alpha-DG glycosylation, primary screen, uHTS, Pro5-aDG cells, AlphaScreen; alpha-DG glycosylation AlphaScreen (IIH6); 0% Pro5, 100% B10-LARGE cell signal; activation, % at 10 µM; 360,000 compounds, 0.22% hits; AID 624168, 2012;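 active = activation of at least 8% versus controls, or a plate z-score of at least 8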;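 note: Pro5 are CHO cells carrying HIG-tagged alpha-DG that lacks glycosylation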
CaV13 FRET inh: Disruptors of the CACNA1D IQ motif to Ca2+-dependent inactivation inhibitor domain association, primary screening, Förster resonance energy transfer in intact living …; HEK cells, CFP/YFP FRET ICDI-IQ, plate reader, 10 min; percent FRET-ratio fall versus neutral wells; inhibition, % at 12.3 µM; 340,000 compounds, 0.098% hits;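 active = mean replicate inhibition of at least 30% and at least 1% of replicates passing that level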;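 note: 0% = median of the neutral control wells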
MITF TRPM1 inh: inhibitors of MITF-dependent TRPM1 promoter reporter, primary screen, cell-based, SK-MEL-5, single point, luciferase. inhibition, % at 12.5 µM. SK-MEL-5 TRPM1 promoter luciferase, 24 h. 330,000 compounds, 0.83% hits;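 active = mean inhibition across replicates of 60% or more, whatever share of single replicates reaches that level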; note: values of inactives mirror those of a sister screen read the other way
HIF-2a block: HIF-2a reporter inhibitors, primary screen, luminescence, 786-0 RCC cells. 786-0 RCC cells HIF-2a reporter, luciferase luminescence, overnight. inhibition, % at 18.8 µM. 360,000 compounds, 0.72% hits;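 active = inhibition of the luminescence signal of 40% or more relative to plate controls, in a single-dose primary screen at 18.75 µM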
hiPSC survival: enhancers of single-cell hiPSC survival, primary screen, ATPlite luminescence; 100% = ROCK inhibitor wells, 0% = DMSO; survival enhancement, % at 20 µM; 360,000 compounds, 0.044% hits; in the data active = survival enhancement above about 18%;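 note: cells exposed to compounds for 16 hours before the ATP read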
Peg3 promoter: Peg3 promoter-driven luciferase inhibitors, primary screen, cell-based, HeLa, luciferase luminescence | HeLa PEG-Prom luciferase reporter, overnight | inhibition, % at 20 µM | 360,000 compounds, 1.7% hits;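 active = inhibition of at least 50% at 20 µM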
NR2E3 ag-1: NR2E3 agonists in two-hybrid cells, primary screen, cell-based, luminescence, CHO-S, Gal4-NCOR/VP16-NR2E3; Photoreceptor-specific nuclear receptor (Homo sapiens), Q9Y5X4; AID 602229, 2012; luciferase; inhibition of corepressor binding, % at 3.98 µM; 360,000 compounds, 0.35% hits;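 active = inhibition above the mean of all tested compounds plus 3 SD, cut at about 70% in these data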;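 note: 0% = DMSO with NR2E3 transfected cells and 100% = cells lacking NR2E3 construct; higher means lower luciferase signal from less NR2E3 corepressor binding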
Target sequence (Q9Y5X4 whole entry, looked up, the tested form may be a part): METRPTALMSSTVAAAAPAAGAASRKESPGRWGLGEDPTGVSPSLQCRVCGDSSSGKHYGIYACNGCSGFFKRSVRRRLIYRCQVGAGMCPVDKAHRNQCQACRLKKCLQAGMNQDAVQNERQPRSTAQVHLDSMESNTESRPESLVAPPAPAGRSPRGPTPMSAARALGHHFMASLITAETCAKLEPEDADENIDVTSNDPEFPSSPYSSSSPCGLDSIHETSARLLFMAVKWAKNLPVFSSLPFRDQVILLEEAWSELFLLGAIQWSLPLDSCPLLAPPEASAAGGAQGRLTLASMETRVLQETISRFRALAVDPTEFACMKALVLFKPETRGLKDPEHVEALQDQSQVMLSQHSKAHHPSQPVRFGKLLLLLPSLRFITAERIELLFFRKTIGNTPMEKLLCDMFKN
Vif imaging: HIV Vif self-association inhibitors, primary screen, imaging, HEK293T, single point. HEK293T cells, Vif self-association by quenched fluorescence, 24 h. inhibition, % at 7.49 µM. 340,000 compounds, 0.35% hits. AID 602346, 2012; in the data active = inhibition above about 50%, passing the limit was not always enough; note: some results filed as inactive read as strong as hits
NR2E3 ag-2: inhibitors of NR2E3-RetCOR corepressor binding, primary screen, NR2E3 agonist project, biochemical, TR-FRET, GST-NR2E3, biotin-RetCOR. AID 2300, 2010. 320,000 compounds, 0.12% hits. inhibition of corepressor binding, % at 4.78 µM. 1536-well;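 active = percent inhibition above the cutoff of mean plus 3 SD of all tested compounds, set per screening campaign, cut at about 20% in these data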;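 note: 0% = DMSO wells and 100% = biotin wells as full block of FRET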
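System: GST-tagged NR2E3 plus biotinylated RetCOR corepressor; Buffer or medium: pH 7.5 Tris-based buffer; Probe or stimulus: RetCOR corepressor, biotinylated, 7 nM; Doses: compound at 4.8 µM, single dose; Schedule: 5 h incubation at 4 °C; Technique: time-resolved FRET; Evaluation: percent inhibition of TR-FRET ratio; Replication: one well per compound, singlicate testing.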
Numbers without * were called inactive; x = not tested or not shown.

SMILES | Exocytosis inh | PDI turbidity | aDG glyco act | CaV13 FRET inh | MITF TRPM1 inh | HIF-2a block | hiPSC survival | Peg3 promoter | NR2E3 ag-1 | Vif imaging | NR2E3 ag-2
COc1ccc(N2Cc3ccccc3C2=NC(=O)c2ccc(C)cc2)cc1OC | 0 | 3 | -0.1 | -1 | -3 | -5 | -0.5 | -8 | -10 | -5 | 1
Cc1cc(-c2csc(N)n2)c(C)n1CCC(C)C | -2 | 12 | 0.1 | x | 38 | 20 | 12 | -11 | -15 | 5 | 7
COCCNC(=O)Cn1cc(/C=C(\C#N)C(=O)NC2CC2)c2ccccc21 | -6 | 0 | 0.2 | -4 | 7 | 8 | 1.1 | -6 | -5 | -13 | 0
COC(=O)c1cc(Br)c(=O)n(-c2ccccc2OC)c1 | 3 | -5 | 0.0 | -8 | 7 | 9 | 6.4 | 3 | 1 | -28 | 3
CCn1c(C)c(C(=O)O)c2cc(OC)c3ccccc3c21 | -1 | -3 | 0.3 | -2 | 18 | 10 | -0.6 | 12 | 0 | 8 | -3
CCN1CCN(C(=O)C2c3cc(OC)c(OC)cc3C(=O)N3CCc4ccccc4C23)CC1 (configuration not stated) | -2 | 4 | -0.4 | -4 | 8 | 16 | -0.6 | -2 | -16 | x | 1
Cc1cccc(OCC(=O)NCC(=O)N/N=C/c2cc(Br)ccc2OCc2ccccc2)c1 | -2 | -6 | -0.2 | -8 | 13 | -1 | -0.5 | -7 | -9 | 6 | -2
COC(C(=O)Nc1ccc(S(=O)(=O)Nc2ccc(F)cc2)cc1)c1ccccc1 (configuration not stated) | 4 | 5 | 0.4 | -6 | 7 | 19 | -2.3 | 23 | -14 | -3 | -1
CC(=O)Nc1cc(-c2ccc(N3CCN(C)CC3)cc2)cn2c(-c3ccc(S(C)(=O)=O)cc3)cnc12 | 7 | -6 | -0.4 | -5 | x | -5 | -3.6 | -10 | -7 | 7 | x
COC(=O)CSc1nc2ccccc2nc1SCC(=O)OC | 0 | -5 | -0.2 | -4 | 9 | -5 | -2.1 | -1 | -10 | x | 3
CNCC(=O)N(CC(C)C)c1c(N)n(CC(C)C)c(=O)[nH]c1=O | -3 | 2 | 0.4 | -2 | 10 | 12 | -0.4 | -5 | -39 | 2 | 4
Cc1cccc(Nc2nc(C)cc(C)n2)c1 | -5 | 1 | 0.0 | -2 | -12 | -13 | 0.0 | -21 | 13 | 14 | x
COc1ccc(NC2CCCN(C(=O)c3cccc(C(F)(F)F)c3)C2)cc1OC (configuration not stated) | 0 | 5 | -0.3 | -4 | 0 | 0 | -0.2 | 3 | -10 | 0 | -1
COC(=O)C1CC(=O)N(c2ccc(C)cc2)C1 (configuration not stated) | 3 | -5 | -0.5 | -18 | 0 | 15 | 1.6 | -5 | -8 | -2 | 2
CC1CN(C(=O)c2ccc(NS(=O)(=O)c3ccc(C(C)(C)C)cc3)cc2)CC(C)O1 (configuration not stated) | 1 | 11 | 0.4 | -6 | 13 | -8 | 0.1 | 2 | 11 | -9 | x
Cc1cc(C)n(-c2ccc(C(=O)Nc3nc4ccccc4s3)cc2)n1 | -1 | -8 | 0.0 | x | -55 | -282 | -1.7 | -338 | -112 | -20 | 1
C/C(=N\Nc1cccc([N+](=O)[O-])c1)c1cc(F)ccc1O | -2 | -3 | 0.4 | -2 | -51 | -302 | 0.2 | -262 | -68 | -5 | 4
Cc1ccc(C(=O)Nn2c(C)nc3ccccc3c2=O)cc1C | -20 | -21 | -0.1 | -6 | 4 | -5 | 0.6 | 14 | -34 | -6 | -1
CCCOc1ccc(-c2nc(SCc3ccccc3)[nH]c(=O)c2C#N)cc1OC | 21 | -3 | -0.1 | -3 | 0 | 22 | 0.4 | 22 | -15 | 11 | 0
Cc1ccc2ncnc(NCCCN3CCOCC3)c2c1 | 2 | -5 | 0.2 | x | -8 | 10 | 2.3 | -1 | -13 | -6 | 4
Cc1cccc2cc(CN(Cc3ccco3)S(=O)(=O)c3ccc4c(c3)OCCO4)c(=O)[nH]c12 | 1 | -1 | -0.1 | -5 | 4 | -31 | -2.1 | 6 | -11 | -14 | 2
COc1ccc(-n2nc(C#N)c(Cl)cc2=O)cc1 | 11 | 8 | -0.5 | -5 | 100* | 91* | -1.3 | 104* | 6 | 0 | x
Nn1c(SCC(=O)N2CCOCC2)nnc1-c1ccccc1Cl | 11 | -1 | 0.0 | -5 | 5 | -16 | 2.6 | -10 | -19 | -1 | 3
Cc1ccc(Sc2ncccc2O)cc1 | 5 | -2 | -0.1 | -5 | -18 | -47 | -0.6 | -55 | -30 | -1 | 0
CCc1ccc(NC(=O)[C@H](C)NC(=O)C2CCN(C(=O)[C@@H](N)Cc3ccccc3)CC2)cc1 | -6 | x | -0.3 | x | -5 | -4 | 0.1 | -2 | -2 | -10 | 4

Looked up above.
Exocytosis inh result of CNCC(=O)N(CC(C)C)c1c(N)n(CC(C)C)c(=O)[nH]c1=O is entered as -3
Exocytosis inh result of COc1ccc(NC2CCCN(C(=O)c3cccc(C(F)(F)F)c3)C2)cc1OC (configuration not stated) is entered as 0
PDI turbidity result of Cc1cccc(Nc2nc(C)cc(C)n2)c1 is entered as 1

The results go on.
SMILES | Exocytosis inh | PDI turbidity | aDG glyco act | CaV13 FRET inh | MITF TRPM1 inh | HIF-2a block | hiPSC survival | Peg3 promoter | NR2E3 ag-1 | Vif imaging | NR2E3 ag-2
CCOC(=O)c1c(SCCN2CCCCC2)n(-c2ccccc2)c(=S)n(-c2ccccc2)c1=O | 69* | 6 | -0.5 | -14 | 99* | 87* | -0.2 | 108* | -28 | 1 | x
CCCN(CC1CC1)C(=S)Nc1ccc(C(C)=O)cc1 | -2 | -12 | -0.4 | 7 | -4 | -18 | 0.3 | -15 | 8 | -6 | 1
Cc1ccccc1Cn1cccc1/C=C1/C(=N)N2C=CSC2=NC1=O | -2 | -1 | 0.2 | -16 | -2 | -15 | -3.6 | -9 | -8 | -7 | -1
C=CCN=C1S/C(=C\c2ccc(Cl)cc2)C(=O)N1CC=C | 0 | -2 | -0.1 | -19 | -36 | -29 | -0.6 | -65 | -1 | 0 | -2
O=C(N/N=C/c1ccccc1C(F)(F)F)c1ccc2nc[nH]c2c1 | 6 | 1 | 0.1 | -14 | -40 | -140 | -0.6 | -190 | -6 | -8 | 0
C/C(=C\c1ccccc1)C(=O)NCc1ccco1 | 2 | 0 | 0.1 | -5 | -25 | -98 | -4.8 | -59 | -14 | 0 | 2
COCCN1CC(=O)N(c2cccc(C)c2C)C(c2ccc(Cl)cc2)C1=O (configuration not stated) | 1 | 7 | 0.2 | -4 | 1 | 13 | 1.7 | 8 | -15 | -20 | 1
O=C(Nc1cccc2[nH]ncc12)c1ccc(F)cc1 | -3 | -1 | 0.5 | -5 | -89 | -96 | -1.0 | -106 | -39 | -14 | -2
CCOc1cc(/C=N/Nc2nc(-c3cccc(S(=O)(=O)N4CCCC4)c3)cs2)ccc1O | 3 | 7 | -0.4 | -5 | 2 | 9 | -0.2 | 52* | 7 | 6 | 7
C[C@@H]1CN([C@H](C)CO)C(=O)CCCn2nncc2CO[C@H]1CN(C)C(=O)CCC(F)(F)F | -1 | 2 | -0.1 | -6 | x | 9 | 8.3 | 7 | -44 | 13 | x
CCC(SC1=N/C(=C/c2ccccc2OC)C(=O)N1c1ccccc1)C(=O)Nc1cc(C)on1 (configuration not stated) | -2 | 24 | 0.0 | -9 | -1 | 6 | 7.7 | 9 | -14 | x | -4
NS(=O)(=O)c1cccc(NC(=O)CSc2nnc(-c3ccccc3F)n2C2CC2)c1 | 2 | 0 | 0.0 | -6 | 9 | 7 | -0.4 | 11 | 1 | -4 | 1
COc1ccccc1NC(=O)C1=C(C)Nc2nnnn2C1c1ccccc1OC (configuration not stated) | -2 | -11 | -0.2 | -6 | 7 | 10 | -0.4 | -8 | -7 | -1 | 1
CCOc1ccc(OCC)c(NC(=O)C2CCN(S(=O)(=O)c3cccc4nonc34)CC2)c1 | 2 | -5 | -0.2 | -6 | 12 | 3 | -0.9 | 10 | -5 | -9 | 2
CCOc1ccccc1N1CCN(C(=O)CC(C)C)CC1 | -1 | -1 | 0.0 | -5 | -3 | 8 | 2.6 | -6 | 4 | 6 | -4
CCOC(=O)N/N=C/c1cccnc1 | -3 | 4 | 0.5 | 6 | -2 | 5 | 1.0 | -5 | -2 | -4 | 1
COc1ccc(CCNC(=O)CSc2ccc3nnc(CCNC(=O)c4ccccc4)n3n2)cc1OC | 2 | 0 | 0.1 | x | 11 | 9 | 0.8 | 13 | -7 | -7 | -1
O=[N+]([O-])c1ccc(-n2cccn2)c(-c2nn[nH]n2)c1 | -3 | 6 | 0.0 | 11 | -10 | 7 | -2.2 | 9 | 9 | -8 | -1
CC(=O)NN1C(=O)c2ccccc2NC1c1ccc([N+](=O)[O-])o1 (configuration not stated) | -1 | -3 | 4.0 | -6 | 19 | -8 | 0.0 | -16 | -2 | -7 | 1
COc1ccc(S(=O)(=O)N(C)CC(=O)NCc2cccnc2)cc1OC | 8 | 6 | 0.1 | x | 1 | -4 | -0.7 | 3 | -14 | -1 | 3
Cc1cc(C(F)(F)F)nn1CC(=O)N1CCCCC1C (configuration not stated) | -1 | 2 | -0.2 | -6 | 4 | 19 | -0.5 | 5 | -10 | -2 | 1
COc1cccc(NC(=S)N(CCC(C)C)C2CCN(C(C)=O)CC2)c1 | 2 | 0 | -0.1 | -4 | x | -22 | -0.5 | 3 | -16 | -12 | -1
O=C(CCC(=O)N(CC(=O)NC1CCCCC1)Cc1ccc(F)cc1)Nc1nccs1 | -10 | -4 | 0.0 | -4 | x | 11 | 0.3 | 9 | 17 | -9 | -1
CN(CCc1ccccn1)C(=O)c1ccc(OC2CCN(CCc3ccccc3)CC2)cc1 | 0 | 2 | 3.6 | -6 | 2 | -31 | -0.3 | -40 | -4 | -2 | 0
N#Cc1ccc(COC(=O)c2cnc(Cl)c(Cl)c2)cc1 | 26 | -4 | 0.1 | -5 | -7 | 8 | -0.2 | 32 | 2 | 5 | 2
Cc1nc2nc(Cc3ccccc3)nn2c(C)c1Cl | -2 | -11 | -0.4 | x | -16 | -16 | -0.4 | -4 | 11 | -6 | 7
N#CCCn1cnc2c(=S)nc[nH]c21 | -3 | 11 | -0.4 | x | 3 | 11 | -0.6 | 10 | 4 | 11 | 1
Cc1cccn2c(CNCCSc3nccn3C)c(C(=O)N3CCCCC3)nc12 | -4 | 2 | -0.1 | -3 | -3 | 7 | -0.2 | 5 | -3 | x | -2
